# Screening data: PubChem, Sanford-Burnham Center for Chemical Genomics
# SENP7 block = SENP7 protease inhibition. recombinant SENP7, Z-RLRGG-aminoluciferin luminescence, 40 min. inhibition, % at 5 µM. hit rate 1.5% among 330,000. AID 434973;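 active = inhibition above about 50% at the single test dose, limit read from the data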;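 also: plate controls were DMSO with enzyme for no effect and no enzyme buffer wells for full effect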
# Target sequence (Q9BQF6 706-1050 limits assumed): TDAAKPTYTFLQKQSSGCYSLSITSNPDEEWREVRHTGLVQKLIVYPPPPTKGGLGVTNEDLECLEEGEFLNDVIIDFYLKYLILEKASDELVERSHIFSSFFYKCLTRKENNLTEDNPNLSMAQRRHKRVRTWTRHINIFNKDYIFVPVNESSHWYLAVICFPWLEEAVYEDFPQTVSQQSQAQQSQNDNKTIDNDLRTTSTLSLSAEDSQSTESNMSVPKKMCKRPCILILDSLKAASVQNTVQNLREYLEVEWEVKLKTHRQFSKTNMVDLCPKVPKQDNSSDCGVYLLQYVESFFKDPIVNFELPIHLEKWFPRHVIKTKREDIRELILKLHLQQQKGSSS
# HKDC1 inh = blocks human hexokinase HKDC1 activity. Q2TB90. recombinant HKDC1, G6PDH/diaphorase resazurin coupled fluorescence. inhibition, % at 20 µM. hit rate 0.16% among 340,000;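 active = inhibition above about 35% when tested at 20 µM, limit read from the data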;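 also: plate controls were DMSO wells with enzyme for no effect and DMSO wells lacking enzyme for full effect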
#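 Assay system: recombinant HKDC1 hexokinase; detection: coupled resazurin fluorescence, excitation 525 nm, emission 613 nm; benchmarks: DMSO-plus-enzyme-mix negative control, buffer-substituted positive control; compound dosing: single 20 µM dose; schedule: 90 min at room temperature in dark; also added: glucose plus 1 mM ATP as hexokinase substrates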
# SENP1 inh = blocks the human SENP1 SUMO protease catalytic domain; recombinant SENP1 catalytic domain, CyPet-SUMO1-YPet FRET cleavage; inhibition, % at 10 µM; hit rate 0.21% among 360,000; Q9P0U3;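 active = inhibition at least 30% at 10 µM, raw YFP signal under a set limit, fluorescence ratio 0.5 to 1.5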;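 also: 0% = enzyme with DMSO and 100% = no enzyme wells; some results filed as inactive read as strong as hits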
# Target sequence (Q9P0U3 419-644 limits assumed): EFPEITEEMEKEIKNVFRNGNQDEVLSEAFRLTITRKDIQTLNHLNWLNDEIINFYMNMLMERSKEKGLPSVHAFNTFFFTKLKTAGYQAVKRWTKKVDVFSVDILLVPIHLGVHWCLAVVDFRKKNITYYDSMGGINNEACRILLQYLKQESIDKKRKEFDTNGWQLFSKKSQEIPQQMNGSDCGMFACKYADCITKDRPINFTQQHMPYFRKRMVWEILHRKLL
#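 System: Recombinant human SENP1 catalytic domain, His6-tagged | Incubation: Enzyme reaction for 50 min at room temperature, dark | Medium: Tris pH 8 with BME, BSA, NP40 and catalase | Also added: 25 nM SUMO1 FRET substrate | Compound: 10 µM single point, 0.5% DMSO | Measured by: FRET fluorescence in CFP and YFP emission channels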
# PfG6PD inh = PfG6PD (Plasmodium falciparum) enzyme inhibition; PfGluPho enzyme, NADPH resazurin-diaphorase fluorescence; hit rate 0.78% among 350,000; inhibition, % at 20 µM; AID 504690;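 active = inhibition reaching at least a set limit at 20 µM in the primary screen, cut at about 59% in these data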;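 also: 0% = DMSO wells with substrate and 100% = DMSO wells lacking glucose-6-phosphate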
# UBC13 inh = inhibitors of human UBC13 polyubiquitin chain formation | TR-FRET | inhibition, % at 20 µM | hit rate 0.47% among 330,000; in the data active = inhibition above about 45%, passing the limit was not always enough
# Target sequence (P61088 whole entry, looked up): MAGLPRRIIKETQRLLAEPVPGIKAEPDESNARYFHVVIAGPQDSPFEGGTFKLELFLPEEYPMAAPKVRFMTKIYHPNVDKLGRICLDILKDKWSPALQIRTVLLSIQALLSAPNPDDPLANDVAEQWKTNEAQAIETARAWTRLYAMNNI
# SENP6 block = SENP6 protease inhibition; AID 2599; Recombinant SENP6 catalytic domain, aminoluciferin luminescence; Q9GZR1; hit rate 1.8% among 330,000; inhibition, % at 10 µM;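 active = inhibition above about 50% at the single tested dose, limit read from the data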;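 also: plate controls were DMSO wells with enzyme for no effect and DMSO wells lacking enzyme for full effect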
# SENP8 block-1 = blocks the human protease SENP8; Q96LD8; hit rate 1.2% among 330,000; AID 2540; inhibition, % at 10 µM; purified SENP8, Z-RLRGG-aminoluciferin cleavage, luminescence; in the data active = inhibition above about 50%
# Target sequence (Q96LD8 whole entry, looked up): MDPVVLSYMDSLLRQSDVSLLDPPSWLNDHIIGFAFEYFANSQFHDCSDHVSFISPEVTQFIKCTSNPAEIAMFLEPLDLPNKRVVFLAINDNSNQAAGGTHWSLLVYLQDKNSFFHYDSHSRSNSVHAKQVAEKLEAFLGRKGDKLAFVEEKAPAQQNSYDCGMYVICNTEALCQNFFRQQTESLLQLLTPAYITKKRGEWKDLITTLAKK
# SENP8 block-2 = SENP8 (human) protease inhibition | Q96LD8 | recombinant SENP8, Nedd8 substrate fluorescence | inhibition, % at 20 µM | hit rate 0.64% among 360,000 | AID 602440; in the data active = inhibition mostly above about 40%, no sharp cut-off; inactive = mostly below about 27%
# MIN6 prolif = inducers of beta-cell replication in MIN6 cells | AID 2380 | proliferation, % at 10 µM | MIN6 cells proliferation, ATPlite luminescence, 48 h; cells starved in 0.2% serum; 100% = growth in 10% serum | hit rate 0.29% among 330,000;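 active = compounds whose signal lies at least 3.5 SD above the mean of all wells on their plate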;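 also: 0% = DMSO-treated cells in low-serum medium and 100% = 10% serum control; some compounds called inactive have numbers as strong as hits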
# * = called active by the depositor; i = inactive; nt = no result given; & = joins results of further samples.
SMILES,SENP7 block,HKDC1 inh,SENP1 inh,PfG6PD inh,UBC13 inh,SENP6 block,SENP8 block-1,SENP8 block-2,MIN6 prolif
NC(=O)C(c1ncc(C(F)(F)F)cc1Cl)c1c(Cl)cccc1Cl (stereo not drawn),0,-6,-1,-13,1,-2,-2,20,0
CSc1nnc(NC(=O)c2cc3ccccc3oc2=O)s1,0,-1,-12,4,-22,19,1,6,-1
Cc1ccccc1NC(=O)CN1C(=O)N/C(=C\c2cccn2-c2cccc(C(=O)O)c2)C1=O,1,15,-4,-3,-14,-5,-8,-62,0
O=C(CN1C(=O)C(=O)N(Cc2ccccc2)C1=O)c1ccc[nH]1,3,-4,-2,-4,12,-5,7,7,0
COC(=O)c1c(NC(=O)CSc2nnnn2C)sc(C)c1C,-5,-8,-1,24,-6,-10,-13,5,-2
COc1ccccc1C(NC(C)=O)c1cc(Cl)c2cccnc2c1O (stereo not drawn),-7,-22,1,43,-14,-10,3,6,-5
CCOc1ccc(Br)cc1C(=O)Nc1ccc(C(=O)NCC(C)C)cc1,7,-14,1,-54,-14,7,4,8,-3
COc1ccc(Cc2nnc(N)s2)cc1OC,3,-4,0,6,0,18,1,13,2
Cc1cn(CC(=O)N2CCN(c3ccccn3)CC2)c(=O)[nH]c1=O,nt,-3,-1,1,nt,nt,nt,-30,nt
Nc1ccc(C#Cc2ccc3c(=O)c4ccccc4oc3c2)cc1,4,0,-25,-2,4,-22,-26,i,-4
CC(C)COP(=O)(OCC(C)C)C(Nc1ccccc1)c1ccccc1 (stereo not drawn),12,5,2,11,2,8,5,22,-4
CC(OC(=O)c1cccs1)C(=O)NC1CCCCC1C (stereo not drawn),4,-4,0,11,9,11,0,31,-2
Cc1ccc(S(=O)(=O)NCCC(=O)OCC(=O)N(Cc2ccccc2)C(C)(C)C)cc1,-2,5,1,-3,-3,-5,7,5,2
O=C(CCC1CCCC1)NNC(=O)c1cc2ccccc2cc1O,1,9,3,-20,4,-6,3,-44,-2
COc1cc(CCN2C(=O)c3cccc4cccc(c34)C2=O)c(S(=O)(=O)N2CCC(C)CC2)cc1OC,-2,-8,1,5,26,-30,-14,4,1
Cc1ccc2cc(C#N)c(SCC(=O)NNC(=O)Cc3ccccc3)nc2c1,nt,5,1,-8,nt,nt,nt,-60,nt
O=C(Nc1ccc(Cl)c(Cl)c1)C1CCN(C(=O)c2ccco2)CC1,1,-4,3,-7,0,4,8,6,-4
CN(C)N1C(N)=C(C#N)C(c2cccnc2)C2=C1CC(C)(C)CC2=O (stereo not drawn),0,-1,1,-4,0,-3,1,5,2
CN(C)N1C(=O)c2c(Cl)c(Cl)c(Cl)c(Cl)c2C1=O,nt,-4,-1,-19,nt,nt,nt,24,nt
COCCNC(=O)Cn1nc(C)c([N+](=O)[O-])c1C,9,-10,3,-16,-5,-10,-3,11,0
O=C(O)CCCNS(=O)(=O)c1ccc(Br)s1,-6,-11,0,1,-3,3,1,-1,-2
N/C(=N\OC(=O)c1ccccc1F)c1ccc([N+](=O)[O-])cc1,8,0,2,3,0,-23,-8,11,-2
Cc1nn(CC(=O)Nc2cccnc2)c(=O)c2ccccc12,-2,-12,1,-12,10,4,1,8,-1
N=C(N)n1c(N)nc2ccccc2c1=O,-7,-2,2,-13,13,-1,-6,-291,-2
O=C(CCS(=O)(=O)CCN1CCOCC1)NCNC(=O)CCS(=O)(=O)CCN1CCOCC1,6,-4,3,-11,4,-9,1,17,2
CCCC1CCc2c(sc(NC(=O)c3cccs3)c2C(N)=O)C1 (stereo not drawn),2,-1,-12,17,9,-13,-4,-126,-1
O=c1ccccn1Cc1c(Cl)cccc1Cl,0,-8,0,-2,-8,-3,9,12,-2
O=C(NCc1ccco1)N1c2ccccc2Sc2ccccc21,-1,-4,1,-7,5,2,-1,7,3
COc1cc2c(cc1NC(=O)/C=C/c1ccc([N+](=O)[O-])cc1)oc1ccccc12,4,-8,0,-4,-10,-6,-4,16,2
CCC(C)Sc1cc(-c2nc3ccc(C)cn3c2NCc2ccccc2)ccc1OC (stereo not drawn),nt,3,-66&-70,32,nt,nt,nt,i,nt

# 14 entries from above, reformatted.
molecule	SENP7 block	HKDC1 inh	SENP1 inh	PfG6PD inh	UBC13 inh	SENP6 block	SENP8 block-1	SENP8 block-2	MIN6 prolif
NC(=O)C(c1ncc(C(F)(F)F)cc1Cl)c1c(Cl)cccc1Cl (stereo not drawn)	0	-6	-1	-13	1	-2	-2	20	0
CSc1nnc(NC(=O)c2cc3ccccc3oc2=O)s1	0	-1	-12	4	-22	19	1	6	-1
Cc1ccccc1NC(=O)CN1C(=O)N/C(=C\c2cccn2-c2cccc(C(=O)O)c2)C1=O	1	15	-4	-3	-14	-5	-8	-62	0
O=C(CN1C(=O)C(=O)N(Cc2ccccc2)C1=O)c1ccc[nH]1	3	-4	-2	-4	12	-5	7	7	0
COC(=O)c1c(NC(=O)CSc2nnnn2C)sc(C)c1C	-5	-8	-1	24	-6	-10	-13	5	-2
COc1ccccc1C(NC(C)=O)c1cc(Cl)c2cccnc2c1O (stereo not drawn)	-7	-22	1	43	-14	-10	3	6	-5
CCOc1ccc(Br)cc1C(=O)Nc1ccc(C(=O)NCC(C)C)cc1	7	-14	1	-54	-14	7	4	8	-3
COc1ccc(Cc2nnc(N)s2)cc1OC	3	-4	0	6	0	18	1	13	2
Cc1cn(CC(=O)N2CCN(c3ccccn3)CC2)c(=O)[nH]c1=O	nt	-3	-1	1	nt	nt	nt	-30	nt
Nc1ccc(C#Cc2ccc3c(=O)c4ccccc4oc3c2)cc1	4	0	-25	-2	4	-22	-26	i	-4
CC(C)COP(=O)(OCC(C)C)C(Nc1ccccc1)c1ccccc1 (stereo not drawn)	12	5	2	11	2	8	5	22	-4
CC(OC(=O)c1cccs1)C(=O)NC1CCCCC1C (stereo not drawn)	4	-4	0	11	9	11	0	31	-2
Cc1ccc(S(=O)(=O)NCCC(=O)OCC(=O)N(Cc2ccccc2)C(C)(C)C)cc1	-2	5	1	-3	-3	-5	7	5	2
O=C(CCC1CCCC1)NNC(=O)c1cc2ccccc2cc1O	1	9	3	-20	4	-6	3	-44	-2

# (further entries)
SMILES,SENP7 block,HKDC1 inh,SENP1 inh,PfG6PD inh,UBC13 inh,SENP6 block,SENP8 block-1,SENP8 block-2,MIN6 prolif
COc1ccc(C)cc1S(=O)(=O)NC1CCCC1,4,-2,0,-8,-5,-12,-1,12,-1
Cc1ccccc1C(=O)O/N=C(\N)c1ccccc1,100*,1,2,-1,3,95*,93*,13,-5
Cc1cc2ccccn2c1C(=O)c1ccc([N+](=O)[O-])o1,10,7,8,24,-92,30,5,30,-6
Cc1cccc(NC(=O)CCOc2ccccc2)c1,7,-2,1,-3,-4,-11,-1,40*,2
Cc1nc2ccccc2nc1N/N=C/c1ccc(O)cc1,-8,-1,-55,7,-20,6,-11,-55,2
Cc1cc(C)n2c(nc3ccccc32)c1C(=O)NCc1ccccc1,4,-15,-52,-18,7,-14,4,-387,0
Fc1cccc(Cl)c1CN1CCN(c2nc3ccccc3s2)CC1,nt,4,2,7,nt,nt,nt,-7,nt
Cn1cnc2c1c(=O)[nH]c(=O)n2C,-2,nt,nt,nt,2,-10,4,nt,0
Cc1cc2cc(C#N)c(N3CCOCC3)nc2cc1Cl,-2,2,-44,14,14,-24,-4,-174,1
O=C(CCN1CCOCC1)Nc1ccc(F)cc1,10,-1,-2,-3,1,0,-6,14,-1
N#CC1(NC(=O)CN2C(=O)NC(Cc3c[nH]c4ccccc34)C2=O)CCCCC1 (stereo not drawn),-1,-1,-1,-11,-2,-9,11,18,-4
CCc1ccccc1OCC(=O)Nc1cccc(S(=O)(=O)N2CCCC2)c1,-12,0,0,8,-3,-5,-1,-15,-5
O=C(CSc1nnc(-c2ccccc2F)n1C1CC1)Nc1cccnc1Cl,8,-6,2,-15,18,5,-2,12,-1
CCCC1=Nc2cc(C(=O)NCCCN3CCOCC3)ccc2Sc2ccccc21,-1,3,3,-5,13,9,-2,13,-2
CCOC(=O)CNC(=O)C12CC3CC(C1)CC(c1ccc(C)cc1)(C3)C2,4,9,-25,8,14,-46,0,11,3
COC(=O)C1CCN(C(=O)c2ccc3oc(Cc4ccc(Cl)cc4)nc3c2)CC1,6,-3,-2,12,-13,20,6,13,-1
O=C(CNC(=O)c1ccc2c(c1)OCO2)N/N=C/c1cccc([N+](=O)[O-])c1,11,-9,1,34,2,-17,-3,17,-2
Cc1ccc(S(=O)(=O)NNC(=O)CCCCC(=O)NNS(=O)(=O)c2ccc(C)cc2)cc1,3,-10,0,-12,3,-7,1,-21,3
COc1ccc(C(=O)N/C(=C\c2cn(S(=O)(=O)N(C)C)c3ccccc23)C(=O)NCCN2CCOCC2)cc1OC,0,-1,-3,-2,6,1,-8,-2,-2
Cc1cc(N2CCOCC2)ccc1/C=C1\NC(=O)N(CC(=O)Nc2ccc(F)cc2)C1=O,2,5,-32,-9,-2,9,6,-400,0
COc1cc(/C=C(\C#N)C(=O)NCC2CCCO2)ccc1OC(C)C (stereo not drawn),-1,5,1,-23,-2,-3,3,13,0
Cc1ccccc1NC(=O)c1ccc(NS(=O)(=O)c2cc(C(C)(C)C)cc(C)c2C)cc1,6,-1,4,5,-11,-15,-1,19,-5
CC1(OC(=O)CCc2ccccc2)C(=O)C=C2C=C(c3ccc(C#N)cc3)N(CCc3ccccn3)C=C2C1=O (stereo not drawn),-3,19,-50,44,-35,9,6,-89,1
CCOc1ccc(OCCNCc2ccc(OC(C)C(=O)N(C)C)c(OCC)c2)cc1 (stereo not drawn),-8,-9,2,3,-4,-28,-11,18,2
CC(C)CCNC(=O)C1(c2cccs2)CCOCC1,-4,-4,0,-10,-14,17,-8,41*,0
C=CCn1c(=NC(=O)C2CCCCC2)sc2cc(NC(C)=O)ccc21,3,-8,2,-16,26,8,2,-380,-1
O=C(Cc1ccccc1)N/N=C/c1cccnc1,-5,0,1,3,6,-26,-4,13,7
O=C(NNC(=S)NC(=O)c1ccco1)c1ccc(NC(=O)c2ccccc2)cc1,6,8,-1,-31,-8,-2,7,4,-4
CCOC(=O)C(NC(C)=O)C(=O)Nc1c(C)cccc1C (stereo not drawn),9,-11,0,-29,-6,-14,-2,-5,-1
O=C1C=C(c2ccccc2)C(c2ccccc2)C1 (stereo not drawn),nt,4,1,11,nt,nt,nt,0,nt
N#CCSc1nnc(-c2ccc(F)cc2)n1N,-10,-1,-2,-9,-7,-13,-7,8,-2
